From PubChem
Large T inhibition – SV40 large T antigen inhibitors, biochemical (AID 1903) | SV40 large T antigen ATPase/helicase inhibition assay; higher % means a stronger effect | one-dose inhibition, % at 20 µM; IC50 in µM for titrated hits | 310,000 tested, 0.39% active; in the data active means a potency from the dose series; inconclusive means inhibition mostly from about 32% at the one dose, without a potency; inactive means the rest, 99 in 100 with inhibition below about 32%; further: strong numbers were not always called active
GPR55 antagonists – GPR55 antagonists blocking LPI-driven arrestin recruitment, primary screen, imaging, U2OS, beta-arrestin-GFP, LPI agonist (AID 2013); inhibition, % at 10 µM; hits with a dose series show IC50 in µM; U2OS GPR55 beta-arrestin-GFP translocation imaging, LPI antagonism; higher % means a stronger effect; 290,000 tested, 0.13% active;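 active means spots per cell inhibited over 60%, with over 100 cells counted and total cytoplasm intensity under 500,000; inconclusive means wells with under 100 cells, flagged as likely toxic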;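 further: U2OS cells stably carrying GPR55 and arrestin-GFP stimulated by 5 µM LPI near EC80; imaged beta-arrestin-GFP aggregate spots per cell after agonist stimulation; plate controls were LPI-stimulated DMSO wells for no effect and DMSO wells without LPI for full effect; some results filed as inactive read as strong as hits; confirmed hits need IC50 under 10 µM and bright autofluorescent wells are also inconclusive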
Dengue-2 NS5 capping – flavivirus cap methylation enzyme inhibition – biochemical, confirmation dose response, primary screen (AID 588689); Dengue-2 NS5 methyltransferase capping enzyme assay, biochemical; higher % means a stronger effect; one-dose inhibition, % at 25 µM; IC50 in µM for titrated hits; 340,000 tested, 0.3% active; in the data active means a potency from the dose series; inconclusive means inhibition above about 29% without an active follow-up result
MgcRacGAP inhibition – MgcRacGAP GTPase-activating activity inhibitors, confirmation, biochemical, ADP Hunter fluorescence | MgcRacGAP-stimulated Rac1 GTP hydrolysis, ADP Hunter fluorescence; higher % means a stronger effect; GST-tagged Rac1 F28L mutant substrate | one-dose inhibition, % at 30 µM; IC50 in µM for titrated hits | 340,000 tested, 0.6% active | AID 624330;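 active means first-screen hits whose inhibition reached a set limit at any dose in the follow-up dose series; inconclusive means inhibition above the set first-screen limit but never retested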;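 further: fluorescence reports GDP produced by GAP-driven GTP hydrolysis; strong numbers were not always called active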
Yfh1-depleted yeast – enhancers of respiration in Yfh1-depleted yeast, dose response, Friedreich's ataxia, plus single-dose screen (AID 1465); 220,000 tested, 0.074% active; fold induction at 50 µM, or EC50 in µM where a hit was titrated; S. cerevisiae Yfh1-off respiration, WST-1 reduction, 72 h; higher fold induction means a stronger effect;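 active means fold induction of absorbance versus untreated yeast above a set limit, then at least 30% activation at any dose in follow-up; inconclusive means repeats straddling the limit, or above it without dose testing; inactive means fold induction below the set limit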;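 further: activators that raise dye reduction in frataxin-depleted yeast; strong numbers were not always called active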
GPR35 arrestin U2OS – inhibition of zaprinast-stimulated GPR35 beta-arrestin translocation – imaging, U2OS, beta-arrestin-GFP, zaprinast agonist, primary screen (AID 2058); U2OS GPR35 beta-arrestin-GFP translocation imaging, zaprinast antagonism; higher % means a stronger effect; inhibition, % at 10 µM; hits with a dose series show IC50 in µM; 290,000 tested, 0.052% active;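 active means inhibition of at least 50% with at least 30 cells and total cytoplasm GFP at most 10,000,000; inconclusive means under 30 cells or total GFP of 10,000,000 plus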
GPR55 activation – selective activators of receptor GPR55 – imaging, U2OS cells, beta-arrestin-GFP redistribution, primary screen (AID 1961); activation, % at 10 µM, or EC50 in µM where a hit was titrated; 290,000 tested, 0.048% active; U2OS GPR55 beta-arrestin-GFP redistribution imaging; higher % means a stronger effect;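 active means activation above 40% with more than 50 cells counted in the well; inconclusive means wells holding fewer than 50 cells, flagged as toxic or sparse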;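 further: U2OS osteosarcoma cells stably expressing GPR55 and beta-arrestin-GFP; plate controls were DMSO negative control for no effect and LPI positive control for full effect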
AID2073 – disruptors of CaV2.2 binding to Mint1 – biochemical, HTRF (AID 2073); 290,000 tested, 0.19% active; one-dose inhibition, % at 20 µM; IC50 in µM for titrated hits; HTRF protein-protein interaction, Mint1-CaV2.2; higher % means a stronger effect; in the data active means inhibition mostly above about 51%, no sharp cut-off; inconclusive means no clear call, values can overlap the other calls; inactive means mostly below about 53%; further: some results filed as inactive read as strong as hits
NTR1 ag – NTR1-driven beta-arrestin-GFP spot formation – imaging, U2OS cells, high content, primary screen (AID 493036); P30989; agonist mode; activation, % at 20 µM; 330,000 tested, 0.17% active;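 active means activation at or above 40% of the spot to cytoplasm intensity ratio, with at least 20 cells analyzed; inconclusive means wells under 20 cells, flagged as cytotoxic or low count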;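 further: 0% = DMSO without peptide and 100% = 100 nM NTR1 peptide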
Target sequence (P30989 whole entry, looked up): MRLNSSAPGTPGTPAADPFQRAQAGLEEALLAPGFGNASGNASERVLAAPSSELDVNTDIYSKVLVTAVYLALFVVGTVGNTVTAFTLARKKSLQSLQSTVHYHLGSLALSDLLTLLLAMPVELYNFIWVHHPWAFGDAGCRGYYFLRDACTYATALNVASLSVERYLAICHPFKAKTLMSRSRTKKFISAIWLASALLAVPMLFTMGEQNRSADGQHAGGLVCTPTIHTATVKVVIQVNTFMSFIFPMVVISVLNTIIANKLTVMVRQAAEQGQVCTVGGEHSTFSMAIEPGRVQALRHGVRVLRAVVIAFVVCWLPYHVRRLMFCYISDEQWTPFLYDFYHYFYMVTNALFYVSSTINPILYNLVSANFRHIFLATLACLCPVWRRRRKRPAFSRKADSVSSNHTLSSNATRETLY
NTR1 ag cell count 20 µM – further read-out of NTR1 ag, marked with its call; cell count; measured here: cell count, cytotoxicity flag
Dengue-2 NS5 capping pilot replicate – further read-out of Dengue-2 NS5 capping, marked with its call; inhibition, %; measured here: pilot screen replicate inhibition
* marks the source's active call; other numbers are inactive results; i = inactive; ? = inconclusive; . = no result given. Random draw from the library. Share with any hit: about 1.7%.

SMILES	Large T inhibition	GPR55 antagonists	Dengue-2 NS5 capping	MgcRacGAP inhibition	Yfh1-depleted yeast	GPR35 arrestin U2OS	GPR55 activation	AID2073	NTR1 ag	NTR1 ag cell count 20 µM	others
COC(=O)C1(Cc2cc(-c3ccc(OC)cc3OC)no2)CCN(C(=O)OC(C)(C)C)CC1	13.3%	6.2%	-7.4%	7.7%	.	12.4%	0.8%	9.4%	-5.3	56
COc1ccc2c(c1)sc(N)[n+]2Cc1cc(C)cc2cccnc12	7.3%	-18.0%	-4.5%	8.0%	i	9.4%	0.1%	6.3%	.	.
CCOC(=O)C(C)(C)N(Cc1ccc(C)cc1)S(=O)(=O)c1ccc(Cl)c([N+](=O)[O-])c1	8.6%	3.61µM*	-4.4%	4.4%	i	-0.4%	-0.2%	0.7%	18.3	41
Cc1ccnc(NC(=O)CC(c2ccccc2)c2ccccc2)n1	7.6%	0.3%	-5.5%	7.5%	i	-10.3%	0.1%	5.0%	1.3	53
CCc1ccc(N2CC(C(=O)Nc3ccc(S(=O)(=O)Nc4nccs4)cc3)CC2=O)cc1 (stereo unspecified)	2.3%	-1.1%	2.5%	7.1%	.	-7.8%	0.0%	3.4%	-2.0	47
O=c1c2c3nc4ccccc4nc3n(/N=C/c3ccco3)c2ncn1CCC1=CCCCC1	.	-2.6%	-0.7%	-3.7%	i	3.1%	0.4%	31.5%	8.4	52
COC(=O)CCCC(=O)N1CCC(CCC(=O)NCc2ccc(F)cc2)CC1	7.7%	-5.0%	10.8%	-13.7%	.	7.3%	-0.3%	-4.5%	-0.4	51
S=C(NCc1ccccc1)N1CCN(c2cccc(Cl)c2)CC1	-0.4%	6.1%	2.4%	6.1%	i	0.3%	0.0%	-13.7%	5.5	39
COC(=O)c1cc(-c2ccc(Br)cc2)n[nH]1	18.6%	0.8%	-7.2%	15.2%	i	-7.8%	0.2%	-4.4%	0.2	37
COc1ccc(C2=NN(C(=O)c3ccco3)C(c3cc4ccccc4nc3Cl)C2)cc1 (stereo unspecified)	11.3%	-2.5%	.	.	i	-5.2%	0.0%	19.2%	-0.3	38
COC(=O)CCCC1=CC2=C(c3ccccc3)C(=O)C(C)(OC(=O)C3CCCC3)C(=O)C2=CN1Cc1ccc2c(c1)OCO2 (stereo unspecified)	13.3%	4.8%	12.8%	-4.7%	i	11.4%	-0.2%	-2.9%	-0.3	88
OCCN(Cc1ccccc1)CC(O)COc1ccc(-c2ccccc2)cc1 (stereo unspecified)	5.6%	-18.1%	-5.3%	0.8%	i	-3.9%	-0.1%	-5.2%	3.3	83
O=C(CNC(=S)N(Cc1ccccc1F)C1CCCCC1)NCCCN1CCOCC1	16.5%	7.7%	-2.2%	-2.7%	i	-0.3%	-0.5%	-26.7%	-0.2	62
COc1ccc(N2C(=O)CC(Sc3ncccc3C(=O)O)C2=O)cc1 (stereo unspecified)	9.7%	-5.3%	-0.7%	-0.8%	i	12.6%	-0.1%	-4.3%	0.8	47
CCOC(=O)c1sc(NC(=O)CSc2n[nH]c(-c3ccncc3)n2)c(C#N)c1C	9.5%	-14.4%	0.0%	4.6%	i	-2.5%	-0.1%	5.9%	0.3	54
CCOC(=O)N1CCC(NC(=O)C2CCN(S(=O)(=O)N3CCCC3)CC2)CC1	8.8%	5.4%	-0.7%	14.9%	i	0.8%	0.0%	-0.2%	-0.3	38
COc1ccccc1-n1nc(C)c(-c2ccccc2)c1N	22.2%	-6.6%	4.5%	8.1%	i	1.8%	-0.5%	1.9%	-1.0	58
Cc1cccc(NC(=S)N2CCCCCC2)c1	4.0%	3.6%	-2.9%	-6.9%	i	-1.3%	0.6%	-17.3%	-0.4	69
CCOc1cc(/C=C(\C#N)C(=O)NCC2CCCO2)ccc1O (stereo unspecified)	-2.6%	-7.4%	-12.5%	41.5µM*	i	3.5%	-0.2%	-12.7%	0.0	53
COC(=O)CSC(=S)N1CCCC(C)C1 (stereo unspecified)	0.9%	-2.6%	-7.0%	6.9%	i	-17.9%	0.8%	-6.5%	-1.5	47
Cc1cc(=O)oc2cc(O[C@@H]3O[C@H](CO)[C@H](O)[C@H](O)[C@H]3O)ccc12	10.1%	4.8%	1.3%	5.7%	.	-10.9%	0.0%	13.9%	-0.7	78
CN(C)/C=C/C(=O)c1ccc(N2CCN(c3ncc(C(F)(F)F)cc3Cl)CC2)cc1	-1.7%	-2.8%	1.4%	12.5%	i	0.53µM*	0.0%	21.3%	9.9	41
OC(CN1CCN(c2ncc(C(F)(F)F)cc2Cl)CC1)c1ccccc1 (stereo unspecified)	7.6%	9.6%	-1.0%	4.7%	.	3.0%	0.2%	13.6%	0.0	56
CCOc1ccc(NC(=O)C/C(C)=N/NC(=O)Cc2cccs2)cc1	11.0%	-8.2%	-1.8%	3.2%	.	-7.4%	1.3%	-1.1%	-1.0	41
O=C(CNS(=O)(=O)c1ccc(F)cc1)N1CCN(c2ccccc2)CC1	4.3%	6.6%	0.7%	1.1%	i	-4.9%	-0.2%	0.2%	2.3	58
CC(C)Cn1c(N)c(C(=O)COC(=O)/C=C/c2cccs2)c(=O)n(C)c1=O	0.2%	9.6%	3.5%	7.7%	i	12.1%	0.2%	4.6%	2.5	48
Cc1nc2ncc(Br)cc2[nH]1	10.4%	14.1%	0.7%	0.6%	i	18.8%	0.3%	3.5%	-0.2	59
CCOc1ccc(CN2CCNC(=O)C2CC(=O)NCCc2cnccn2)cc1 (stereo unspecified)	6.2%	13.1%	1.8%	-1.5%	.	-4.3%	-0.2%	0.4%	0.2	52
O=C(CN1C(=O)NC2(CCCc3ccccc32)C1=O)NCc1ccc(Cl)cc1Cl (stereo unspecified)	2.4%	-2.7%	0.3%	11.9%	.	-12.8%	0.2%	0.7%	-0.2	49
COCc1cc(C)nc(OCC(=O)N/N=C/c2ccc(O)cc2)c1C#N	35.3%	7.4%	6.5%	83.2µM*	i	-1.8%	0.1%	-13.1%	0.2	41
S=C(NCCc1ccccn1)Nc1cc(Cl)cc(Cl)c1	8.2%	4.4%	2.3%	9.2%	i	13.1%	-0.2%	-12.7%	-0.5	50
CC(C)OP(=O)(c1ccc(N(C)C)cc1)C(Nc1ccccc1)c1cccnc1 (stereo unspecified)	16.9%	0.7%	-3.7%	2.0%	i	0.0%	0.0%	3.6%	0.8	54
Cc1ccc(C(=O)Nc2ccc(OCc3ccccc3)cc2)s1	3.8%	-4.1%	-1.8%	3.4%	.	4.8%	1.1%	15.3%	0.8	58
COc1ccc(NC(C#N)c2ccc(OC)cc2)cc1 (stereo unspecified)	6.8%	-2.1%	-2.7%	5.1%	i	-9.8%	-0.1%	-5.8%	-1.4	79	Dengue-2 NS5 capping pilot replicate=2.7
CN(CCC#N)CC(=O)Nc1ccc(S(N)(=O)=O)cc1	5.9%	-7.7%	-11.8%	0.3%	i	0.6%	-0.1%	-15.6%	1.3	86
Cc1ccccc1NC(=O)CSc1nc2ccccc2o1	4.5%	-27.6%	6.5%	1.2%	i	-5.1%	0.3%	-1.9%	-0.1	53
CCc1nnc(NC(=O)c2c(O)c3c([nH]c2=O)CCCC3)s1	4.8%	-7.9%	0.0%	5.1%	i	-6.5%	-0.2%	13.5%	-2.6	88
Cc1ccc(N(C(=O)Cn2nnc3ccccc32)C(C(=O)NCc2ccccc2)c2ccccn2)cc1 (stereo unspecified)	9.9%	-1.3%	5.8%	7.8%	i	-4.6%	0.6%	-1.8%	1.0	47
COc1ccc2cc3cc(C(=O)Nc4ccc5c(c4)OCO5)oc3nc2c1	13.5%	0.3%	-3.9%	6.3%	i	17.8%	-0.1%	36.8%	-1.4	76
CC(=O)NC(CCS(C)(=O)=O)C(=O)Nc1ccccc1 (stereo unspecified)	7.0%	0.6%	-2.1%	7.4%	i	14.2%	0.2%	1.8%	0.2	52
O=C(CCCn1c(SCC(=O)Nc2ccccc2Cl)nc2ccccc2c1=O)NCC1CCCO1 (stereo unspecified)	7.6%	-10.5%	12.3%	5.8%	.	-10.8%	-0.1%	5.4%	1.8	52
CCOc1cc(Br)cc(C(c2c(C(=O)O)[nH]c3ccccc23)c2c(C(=O)O)[nH]c3ccccc23)c1O	23.1%	2.3%	18.7µM*	3.9%	.	-5.8%	-0.2%	10.1%	2.1	66
COc1cc(/C=C2\SC(=Nc3c(C)n(C)n(-c4ccccc4)c3=O)NC2=O)ccc1O	?	7.5%	-18.8%	38.7µM*	i	2.4%	-0.2%	-2.4%	.	.
Cc1sc2nc3n(c(=O)c2c1C)CCCS3	13.9%	-9.4%	0.7%	6.0%	i	-8.9%	0.0%	4.6%	0.6	50
O=C(NCCCNC(=O)c1ccccc1Cl)c1cnccn1	0.9%	8.0%	-4.9%	5.5%	.	5.9%	0.2%	-1.0%	0.2	50
CCc1noc(C)c1C(=O)Nc1nc2ccc(OC)cc2s1	11.1%	.	-8.9%	-1.9%	.	.	.	.	-0.2	54
CN(C)N1C(=O)CC(NNC(=O)c2ccncc2)C1=O (stereo unspecified)	0.9%	0.0%	-3.6%	-0.8%	i	9.2%	0.0%	-3.6%	-0.7	62
Cc1c(OCC(=O)NC(Cc2c[nH]c3ccc(O)cc23)C(=O)O)ccc2c3c(c(=O)oc12)CCC3 (stereo unspecified)	25.7%	5.1%	-3.2%	12.9%	i	-15.7%	0.0%	7.6%	-1.5	65
C/C(Cc1ccccc1)=N\NC(=O)c1cc(C(C)(C)C)[nH]n1	7.0%	-4.8%	7.0%	7.9%	i	-3.7%	-0.3%	1.3%	0.5	48
CCOC(=O)C1=C(C)NC(=O)NC1c1ccco1 (stereo unspecified)	18.4%	1.1%	-2.5%	12.8%	i	5.5%	-0.1%	13.6%	1.3	63
NC(=O)C1CCN(C(=O)c2ccc(Oc3cc(Cl)cc(Cl)c3)o2)CC1	4.5%	-11.4%	-6.1%	3.7%	i	9.9%	-0.1%	-19.2%	-0.9	51
CCn1c(Cc2ccccc2)nnc1SCC(=O)NC(C)(C)C	12.0%	5.8%	-5.6%	7.5%	i	8.3%	-0.1%	4.4%	-0.4	72
O=C1CCCc2nc(N3CCCCC3)sc21	3.9%	18.9%	.	4.0%	i	-11.5%	-0.1%	11.0%	1.2	66
